# Screening results from PubChem.
# Anthrax LF prot: Bacillus anthracis LF protease inhibitors, primary screen, biochemical, multiplex microsphere, MLPCN library. inhibition, % at 10 µM. multiplex microsphere protease cleavage assay. 0.12% of 360,000 active. Lethal factor (Bacillus anthracis), P15917. AID 588501, 2011; further: plate controls were buffer without enzyme for full effect and enzyme alone for no effect
# Target sequence (P15917 whole entry, looked up): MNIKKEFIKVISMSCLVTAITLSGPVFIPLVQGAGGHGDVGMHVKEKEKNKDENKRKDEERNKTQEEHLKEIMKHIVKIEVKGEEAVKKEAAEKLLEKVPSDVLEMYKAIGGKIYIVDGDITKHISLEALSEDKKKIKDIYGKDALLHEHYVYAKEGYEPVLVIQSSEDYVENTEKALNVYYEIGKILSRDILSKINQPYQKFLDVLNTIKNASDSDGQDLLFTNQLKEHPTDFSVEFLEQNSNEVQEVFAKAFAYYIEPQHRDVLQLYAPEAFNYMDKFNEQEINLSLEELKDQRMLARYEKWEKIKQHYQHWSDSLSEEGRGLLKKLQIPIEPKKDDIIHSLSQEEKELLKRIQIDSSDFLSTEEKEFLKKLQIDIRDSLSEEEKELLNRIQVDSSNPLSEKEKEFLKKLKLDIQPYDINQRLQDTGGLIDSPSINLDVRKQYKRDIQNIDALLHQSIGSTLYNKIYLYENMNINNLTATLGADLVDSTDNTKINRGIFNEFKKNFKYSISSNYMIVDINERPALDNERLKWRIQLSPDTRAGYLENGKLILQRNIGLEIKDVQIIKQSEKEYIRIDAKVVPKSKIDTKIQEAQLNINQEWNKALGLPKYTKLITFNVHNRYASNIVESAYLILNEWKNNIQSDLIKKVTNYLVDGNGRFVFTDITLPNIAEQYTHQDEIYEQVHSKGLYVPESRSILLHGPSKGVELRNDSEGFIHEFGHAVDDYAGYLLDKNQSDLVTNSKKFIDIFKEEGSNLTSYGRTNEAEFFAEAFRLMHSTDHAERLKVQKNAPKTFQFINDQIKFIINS
# SSB-PriA inh: inhibitors of Klebsiella pneumoniae PriA binding to SSB C-terminal tail, primary screen, biochemical, AlphaScreen. AlphaScreen SSBct-PriA binding, biotinylated peptide. inhibition, % at 33 µM. 0.6% of 430,000 active. AID 1272365, 2023; in the data active means inhibition mostly above about 37%, no sharp cut-off; inactive means mostly below about 20%;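 further: plate controls were negative control peptide for no effect and reference peptide for full effect; strong numbers were not always called active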
# PrPC surface inh: inhibitors of human cell surface prion protein PrPC, primary screen, cell-based, TR-FRET | TR-FRET read-out | inhibition, % at 13.8 µM | 0.43% of 370,000 active; in the data active means inhibition above about 24%; further: 0% = median of the test wells and 100% = reference compound wells
# CCHFV vOTU inh: CCHFV vOTU protease inhibitors, primary screen, biochemical, Pep-AMC substrate, fluorescence | 0.55% of 370,000 active | inhibition, % at 11.5 µM | Crimean-Congo hemorrhagic fever virus L polyprotein viral ovarian tumor (vOTU) protease … | AID 651958, 2012; in the data active means inhibition above about 30%; further: 0% = vehicle wells with enzyme and 100% = no enzyme wells
# DUSP3 inh: VHR1 phosphatase inhibitors, primary screen, biochemical, absorbance, uHTS; inhibition, % at 13.3 µM; recombinant VHR phosphatase, pNPP absorbance; 0.52% of 290,000 active; in the data active means inhibition above about 50%; further: some compounds called inactive have numbers as strong as hits
# Target sequence (P51452 whole entry, looked up): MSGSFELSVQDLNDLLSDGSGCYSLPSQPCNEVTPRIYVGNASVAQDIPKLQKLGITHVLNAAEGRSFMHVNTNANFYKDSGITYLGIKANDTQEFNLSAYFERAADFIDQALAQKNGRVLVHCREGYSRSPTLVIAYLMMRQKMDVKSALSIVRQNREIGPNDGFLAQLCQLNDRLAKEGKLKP
# BoNT-A LC inh2: BoNT/A light chain protease inhibitors, primary screen, biochemical, flow cytometry, MLPCN library. 0.17% of 360,000 active. multiplex microsphere protease substrate cleavage. inhibition, % at 10 µM. Botulinum neurotoxin type A light chain protease (Clostridium botulinum A str. ATCC 3502); further: plate controls were buffer without enzyme for full effect and enzyme alone for no effect
# SARS 3CLpro inh: SARS-CoV 3CLpro protease inhibitors, primary screen, biochemical, quenched FRET; recombinant SARS-CoV 3CLpro, quenched FRET peptide cleavage; inhibition, % at 6 µM; 0.14% of 290,000 active; AID 1706, 2009; in the data active means inhibition above about 12%
# MazF activator: activators of E. coli MazEF toxin-antitoxin RNase, primary screen, biochemical, fluorescence, uHTS; Endoribonuclease toxin MazF (Escherichia coli (strain K12)), P0AE70; activation, % at 20 µM; AID 504720, 2011; 0.32% of 350,000 active; FAM/BHQ RNA-DNA oligo cleavage fluorescence, 5 h; in the data active means activation above about 50%
# Target sequence (P0AE70 whole entry, looked up): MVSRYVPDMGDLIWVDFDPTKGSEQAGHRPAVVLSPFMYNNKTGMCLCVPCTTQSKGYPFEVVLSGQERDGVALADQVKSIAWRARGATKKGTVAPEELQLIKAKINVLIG
# BoNT F protease: BoNT/F light chain protease inhibitors, primary screen, biochemical, flow cytometry, MLPCN library. inhibition, % at 10 µM. AID 588497, 2011. Botulinum neurotoxin type F light chain protease (Clostridium botulinum). 0.22% of 360,000 active. Multiplex microsphere protease cleavage assay; in the data active means inhibition above about 35%, passing the limit was not always enough; inconclusive means no clear call, values can overlap the other calls; further: plate controls were buffer without enzyme for full effect and enzyme alone for no effect
# Rv3671c protease: Rv3671c serine protease inhibitors, primary screen, biochemical, fluorescence polarization, M. tuberculosis H37Rv. P9WHR9. inhibition, % at 5.96 µM. 0.048% of 320,000 active. AID 2606, 2010; in the data active means inhibition above about 38%;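 further: extracellular domain of Rv3671c used as enzyme; 0% = enzyme with DMSO and 100% = no enzyme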
# * = called active by the depositor; u = inconclusive; x = not tested or not shown. Unless noted, no stated cut-off is given here; in the data, active means inhibition above about 30%; inconclusive means no clear call, values can overlap the other calls; inactive means below that. A portion of the library, so the mix of outcomes need not match the whole.
SMILES,BoNT-A LC inh2,DUSP3 inh,MazF activator,BoNT F protease,Anthrax LF prot,PrPC surface inh,SARS 3CLpro inh,SSB-PriA inh,CCHFV vOTU inh,Rv3671c protease
COc1ncnc2c1ncn2CCCN(C)CCc1ccccn1,-0.2,x,0,-9,-7,-7,x,x,4,x
CCN(c1ccc(NC(=O)COC(=O)CCc2cc(OC)c(OC)c(OC)c2)cc1)C(C)C,-0.3,33,6,-6,0,-3,5,-1,15,x
COc1ccc(CCn2c(=N)c(C(=O)NCC3CCCO3)cc3c(=O)n4cccc(C)c4nc32)cc1OC (centres undefined),-1.8,-13,6,-3,-1,-21,-3,-8,1,5
CCOC(=O)c1cc(C)sc1/N=C/C1C(=O)NC(=S)NC1=O,1.5,9,-28,2,-1,-6,7,x,24,0
CCn1cnc2sc(C(=O)O)c(C)c2c1=O,0.3,10,6,-7,2,-5,-3,-11,0,-3
O=C(NCCCN1CCCC1=O)c1cccc(S(=O)(=O)N2CCN(c3ccccc3)CC2)c1,2.3,22,12,7,0,9,1,10,-4,-3
CC(=O)Nc1ccc(NC(=O)C(C)Sc2n[nH]c(-c3ccc(C)cc3)n2)cc1 (centres undefined),0.7,x,4,-1,2,1,x,-9,4,-2
Cc1cc(-c2nnc(CCC(=O)NCC(C)c3ccccc3)o2)no1 (centres undefined),-1.0,12,-1,5,0,3,-2,-1,4,1
CCOc1ccc(NC(=O)N2CCC(c3nc4ccccc4o3)CC2)cc1,-0.8,41,5,6,-2,1,-1,1,-3,-1
COC(=O)C(C)Oc1cc(C)cc2oc(=O)c3c(c12)CCCC3 (centres undefined),0.2,-7,-22,5,0,2,-2,-18,-3,-1
On1nnc2ccc(C(F)(F)F)cc21,0.3,34,-4,6,-3,3,2,-2,13,-3
Cc1cc(C(=O)COc2ccc(C#N)cc2)c(C)n1CC1CCCO1 (centres undefined),0.2,x,-28,-13,-9,-4,x,-2,6,6
CS(=O)(=O)N(CC(=O)N1CCCC1)c1ccc(F)cc1,-0.5,x,8,-2,3,-10,x,x,4,x
COc1ccc(/C=C/C(=O)NCC(=O)N/N=C/c2cc(Br)ccc2OCc2ccccc2)cc1,-0.4,19,8,0,-3,1,8,x,-4,-1
CCN(CC)S(=O)(=O)c1ccc(Cl)c(C(=O)Nc2nnc(C)s2)c1,u,21,0,-8,-6,-1,-1,-3,-3,0

# 4 entries from above, arranged by molar mass, descending:
SMILES,BoNT-A LC inh2,DUSP3 inh,MazF activator,BoNT F protease,Anthrax LF prot,PrPC surface inh,SARS 3CLpro inh,SSB-PriA inh,CCHFV vOTU inh,Rv3671c protease
O=C(NCCCN1CCCC1=O)c1cccc(S(=O)(=O)N2CCN(c3ccccc3)CC2)c1,2.3,22,12,7,0,9,1,10,-4,-3
CCN(c1ccc(NC(=O)COC(=O)CCc2cc(OC)c(OC)c(OC)c2)cc1)C(C)C,-0.3,33,6,-6,0,-3,5,-1,15,x
CCN(CC)S(=O)(=O)c1ccc(Cl)c(C(=O)Nc2nnc(C)s2)c1,u,21,0,-8,-6,-1,-1,-3,-3,0
CCOc1ccc(NC(=O)N2CCC(c3nc4ccccc4o3)CC2)cc1,-0.8,41,5,6,-2,1,-1,1,-3,-1

# (more compounds)
SMILES,BoNT-A LC inh2,DUSP3 inh,MazF activator,BoNT F protease,Anthrax LF prot,PrPC surface inh,SARS 3CLpro inh,SSB-PriA inh,CCHFV vOTU inh,Rv3671c protease
O=C(c1cccc(OC2CCN(Cc3cccc(OCCO)c3)CC2)c1)N1CCCC1,-0.3,14,3,3,-3,1,1,-3,9,-8
CC(=O)N1N=C(c2cccs2)CC1c1ccc(Br)cc1 (centres undefined),-2.5,14,-1,-28,-20,10,1,-6,1,-3
Cc1cc(C)cc(C(=O)Nc2ccc(N3CCN(S(C)(=O)=O)CC3)cc2)c1,-0.7,15,-3,-4,-4,8,3,-24,0,2
CC(=O)Nc1ccc(S(=O)(=O)N(C)CC(=O)OCC(=O)N2CCCCCC2)cc1,1.0,4,6,-5,4,-3,-6,-8,1,-1
COc1ccc2c(c1)cc(C(=O)O)n2C,u,0,7,u,4,1,-3,-3,-8,-7
O=C(CN1CCN(c2ccc(F)cc2)CC1)OCc1ccccc1,-0.4,10,-8,1,0,0,-6,15,0,8
Cc1ccc(OCCCN2CCOCC2)cc1,-4.7,-3,4,u,14,5,1,-8,-14,1
Cc1cccc(NC(=O)C2CCCN2C(=O)OCC(C)C)c1C (centres undefined),2.2,22,2,3,-2,2,4,-7,-10,4
CCC(C(=O)N1CCOCC1)n1nc(C)c2c(C)n(-c3ccccc3)nc2c1=O (centres undefined),-1.4,6,11,-5,0,-7,-3,-8,2,15
O=C(NCCSc1ccc(Br)cc1)c1ccc2nc[nH]c2c1,0.1,19,-14,-3,-3,5,-1,6,18,-2
COc1ccc(NC(=O)c2onc(C)c2Cl)cc1OC,0.1,13,-12,-3,6,-3,-5,-15,1,1
O=P(NS(=O)(=O)c1ccc(Br)cc1)(Oc1ccccc1)Oc1ccccc1,0.2,-37,-1,-6,-7,1,3,-23,1,2
COc1ccc(NS(=O)(=O)/C=C/c2ccc(OC)c(OC)c2)cc1,-0.3,18,-6,-6,3,3,4,-13,12,3
CC12CCC(C(=O)N(NC(=O)c3ccccc3O)C1=O)C2(C)C (centres undefined),-0.5,-2,0,-4,-3,7,6,-12,-5,24
Cn1cccc1-c1cc(C(=O)O)[nH]n1,-1.0,4,-1,3,0,-4,x,-16,-6,-5

# More compounds follow.
SMILES,BoNT-A LC inh2,DUSP3 inh,MazF activator,BoNT F protease,Anthrax LF prot,PrPC surface inh,SARS 3CLpro inh,SSB-PriA inh,CCHFV vOTU inh,Rv3671c protease
O=C(NCc1ccccn1)c1cccc(S(=O)(=O)Nc2ccccc2Cl)c1,-0.5,x,3,-8,-6,-4,x,-12,-5,-7
O=C(Nc1ccc2c(c1)C(=O)N(CC1CCCO1)C2=O)c1ccccc1Br (centres undefined),-0.8,21,7,3,0,-5,1,-9,-44,1
CC1CC(C)CN(C(=O)CCNS(=O)(=O)c2ccc3c(c2)CCC(=O)N3)C1 (centres undefined),-0.7,-14,-4,-9,4,-6,1,-17,11,-5
CCCn1nc(C(=O)Nc2ccc(S(=O)(=O)Nc3ncccn3)cc2)c2ccccc2c1=O,-0.1,23,-4,0,-1,1,0,6,13,-3
NS(=O)(=O)c1ccc(CCNC(=O)c2ccc([N+](=O)[O-])cc2[N+](=O)[O-])cc1,0.0,30,-2,-4,-4,-65,-2,-14,-8,3
COc1ccc(-c2noc(N3CCC(C(=O)Nc4ccc(OC)c(OC)c4)CC3)n2)cc1,-0.3,9,-5,-5,-2,4,1,-7,1,-4
Nc1nc(Oc2ccc(F)cc2)c(Br)c(=O)[nH]1,-8.5,-20,1,-32,-24,3,3,-18,-5,-7
CCN(CC(=O)Nc1ccc(NC(C)=O)cc1)C(=O)c1cc(CN2C(=O)c3ccccc3C2=O)ccc1OC,3.9,x,-2,10,2,-4,x,-6,3,0
Cc1cc(-c2nc3ncccc3o2)ccc1N,-1.3,-9,9,-29,-5,0,-4,-7,-257,5
Cc1ccccc1NC(=O)c1cnn(-c2ccccc2)c1C,-0.9,-3,8,-3,-9,8,-2,6,5,0
N=C1/C(=C/c2ccc(Br)o2)C(=O)N=C2SC(CC(=O)N3CCCC3)=NN12,0.1,-20,10,-3,-2,7,-1,-1,6,-36
COc1cc(OC)cc(C(=O)NC(C(=O)NCc2ccccn2)C(C)C)c1 (centres undefined),-0.1,x,4,-4,-7,-9,x,4,8,-10
O=C(c1ccc(OC2CCN(CCc3ccccc3)CC2)cc1)N1CCCC1,3.5,2,-6,-6,-1,-6,1,5,2,6
O=S(=O)(Cc1nnnn1-c1ccc(Br)cc1)c1ccccc1,-0.3,x,1,1,-2,3,x,x,9,x
Cc1cc(NC(=O)CSCC(=O)Nc2cc(C(F)(F)F)ccc2N2CCCCC2)no1,3.0,x,10,2,0,4,x,-11,16,x

# (continued)
SMILES,BoNT-A LC inh2,DUSP3 inh,MazF activator,BoNT F protease,Anthrax LF prot,PrPC surface inh,SARS 3CLpro inh,SSB-PriA inh,CCHFV vOTU inh,Rv3671c protease
CN(CC(=O)Nc1ccc(F)c(Cl)c1)S(=O)(=O)c1ccc2c(c1)n(C)c(=O)c(=O)n2C,0.2,30,2,1,-2,-4,5,0,-13,-2
OC(COc1ccc2c(c1)OCO2)CN1CCN(c2ccc(F)cc2)CC1 (centres undefined),0.3,18,6,1,-1,-6,5,19,4,7
CCc1nnc(NS(=O)(=O)c2ccc(NC(=O)c3ccc(Cl)cc3)cc2)s1,-0.1,34,5,-3,-5,1,3,-1,18,2
CC(C)C1N(C(N)=S)N=CC1(C)C (centres undefined),-0.5,12,2,u,8,-9,-4,-7,8,6
Cc1ccc(OCc2cc(C(=O)NCc3cnn(-c4cccc(F)c4)c3)no2)cn1,0.8,17,3,0,1,4,-6,5,1,-7
Cc1cccc(-n2ncc3c(Nc4ccc(F)cc4)ncnc32)c1,0.2,16,10,-8,1,7,x,-16,-1,-7
C=CCN1c2ccccc2[C@]23C[C@@H](C(=O)OC)N(C(=O)c4cc(C)oc4C)C2=NC(C(=O)OC)=C(C(=O)OC)[C@H]13,x,15,-8,x,x,x,x,23,x,4
Cc1cn(S(=O)(=O)c2ccc(Cl)cc2)c(C)n1,-1.1,-12,10,-10,-5,0,-2,-8,-1,-3
O=C(Nc1ccc(C(=O)O)cc1)/C(=C\c1ccc2c(c1)OCO2)NC(=O)c1ccc(Br)o1,-2.9,18,1,-13,-3,-1,-1,-3,6,6
Cc1ccccc1CS(=O)(=O)c1ncc(Cl)c(C(=O)Nc2ccc(F)cc2)n1,0.0,7,9,2,-2,8,-3,-6,19,-16
Cc1[nH]c2ccccc2c1CCN(Cc1cccnc1)C(=S)Nc1cccc(F)c1,-0.7,20,10,-5,-8,-8,1,26,2,3
COc1ccc(C23NCCN2C(=O)c2ccccc23)cc1 (centres undefined),-2.0,24,3,-24,2,7,-6,-18,-10,-16
CCc1nc2ccc(C(=O)N3CCC(O)(Cc4ccccc4)CC3)cn2c1N(C)C(=O)Cc1ccccc1,-0.4,x,x,-2,-4,-3,x,x,-7,x
O=C(Cc1cccc2ccccc12)N/N=C/C=C/c1cccc([N+](=O)[O-])c1,-0.1,-13,22,-3,-2,2,-1,x,-21,-4
Fc1ccc(-c2nnc3sc(C4COc5ccccc5O4)nn23)cc1 (centres undefined),-0.3,32,-4,1,-7,1,-1,-1,-6,1

# Later entries.
SMILES,BoNT-A LC inh2,DUSP3 inh,MazF activator,BoNT F protease,Anthrax LF prot,PrPC surface inh,SARS 3CLpro inh,SSB-PriA inh,CCHFV vOTU inh,Rv3671c protease
COc1ccc(NC(=O)c2cc(S(=O)(=O)N3CCOCC3)ccc2N2CCOCC2)cc1,0.5,36,5,6,2,3,-5,6,15,4
c1ccc(Oc2cccc(NC3=NCCC3)c2)cc1,-0.6,-2,-13,-2,-7,3,-2,3,8,6
Cc1ccc(C(=O)N(C)CCOc2ccccc2)cc1S(=O)(=O)N1CCOCC1,3.8,x,0,-3,-6,8,x,2,-7,-3
COc1ccc([C@H]2CC(=O)C=C(c3ccccc3Oc3ccccc3)C2)cc1,0.2,x,-6,-5,2,3,x,-21,3,-4
CC(C)(C)c1ccccc1NC(=S)NC1CCCCC1,-1.0,0,-2,0,4,6,4,-3,6,2
CCc1ccc(N2C(=O)C3C(C2=O)N2CCCN2C3c2ccccc2)cc1 (centres undefined),1.4,1,9,18,2,-5,0,4,-8,6
Cc1ccc(OCc2ccc(C(=O)NCC3CCCO3)cc2)cc1 (centres undefined),-0.3,30,-10,2,-1,-4,2,2,1,3
